Bioassay records: PubChem, several laboratories
TRPML3 ag: human mucolipin-3 channel agonism. AID 1448. activation, % at 3 µM. Q8TDD5. 0.29% of 220,000 active. HEK293 TRPML3-YFP, Fluo-8 calcium fluorescence; 100% = the carbachol control signal;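 active = activation above its plate's cutoff, the mean activation of the plate's test wells plus 3 SD, cut at about 12% in these data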;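 note: 0% = DMSO only wells and 100% = carbachol wells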
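Material: HEK293 cells stably carrying human TRPML3-YFP; compound dosing: single dose, 3 µM final nominal compound, 0.3% DMSO final; incubation: 1-h 37 °C dye load, 5-s basal, 120-s post-compound reads; technique: Fluo-8 intracellular calcium fluorescence, excitation 470-495 nm, emission 515-575 nm; read-out basis: percent activation from peak-to-basal fluorescence ratio, scaled between DMSO and carbachol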
zfTRPN1 agonist: activates the zebrafish TRPN1 channel. HEK293 zebrafish TRPN1-YFP, Fluo-8 calcium fluorescence; 100% = response to 87 µM carbachol. activation, % at 3 µM. 0.18% of 220,000 active. AID 1424;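 active = activation above its plate's cutoff, the mean activation of test wells on that plate plus 3 SD, cut at about 19% in these data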;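 note: 0% = DMSO alone and 100% = 87 µM carbachol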
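System: zebrafish TRPN1-YFP in HEK293 cells / Dosing: 3 µM single point / Timing: dye loading 1 h at 37 °C, then 30 min room temperature / Signal: Fluo-8 calcium fluorescence, excitation 470-495 nm, emission 515-575 nm / Read-out basis: percent activation from peak over basal fluorescence ratio, control-normalized / Control set: high carbachol 87 µM, low DMSO alone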
Tb hexokinase: T. brucei hexokinase 1 inhibition | recombinant TbHK1, G6PDH-coupled NADH A340 | 0.11% of 220,000 active | inhibition, % at 10 µM;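 active = inhibition of 50% or more in the single-dose primary screen; inactive = inhibition below 50%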
Cl transport mod: modulators of human KCC2 chloride dependent transport; B-score of Tl+ flux slope (higher = more flux/activation; lower = inhibition) at 10 µM; AID 1456; 2.2% of 190,000 active; Q9H2X9; KCC2 cells, thallium flux FluoZin-2 fluorescence;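 active = thallium flux slope and its plate-corrected score both differing from the plate sample mean at a set confidence after two filtering rounds, in either direction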;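 note: slope of fluorescence scaled to starting intensity during 10 to 20 s after thallium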
Target sequence (Q9H2X9 whole entry, looked up): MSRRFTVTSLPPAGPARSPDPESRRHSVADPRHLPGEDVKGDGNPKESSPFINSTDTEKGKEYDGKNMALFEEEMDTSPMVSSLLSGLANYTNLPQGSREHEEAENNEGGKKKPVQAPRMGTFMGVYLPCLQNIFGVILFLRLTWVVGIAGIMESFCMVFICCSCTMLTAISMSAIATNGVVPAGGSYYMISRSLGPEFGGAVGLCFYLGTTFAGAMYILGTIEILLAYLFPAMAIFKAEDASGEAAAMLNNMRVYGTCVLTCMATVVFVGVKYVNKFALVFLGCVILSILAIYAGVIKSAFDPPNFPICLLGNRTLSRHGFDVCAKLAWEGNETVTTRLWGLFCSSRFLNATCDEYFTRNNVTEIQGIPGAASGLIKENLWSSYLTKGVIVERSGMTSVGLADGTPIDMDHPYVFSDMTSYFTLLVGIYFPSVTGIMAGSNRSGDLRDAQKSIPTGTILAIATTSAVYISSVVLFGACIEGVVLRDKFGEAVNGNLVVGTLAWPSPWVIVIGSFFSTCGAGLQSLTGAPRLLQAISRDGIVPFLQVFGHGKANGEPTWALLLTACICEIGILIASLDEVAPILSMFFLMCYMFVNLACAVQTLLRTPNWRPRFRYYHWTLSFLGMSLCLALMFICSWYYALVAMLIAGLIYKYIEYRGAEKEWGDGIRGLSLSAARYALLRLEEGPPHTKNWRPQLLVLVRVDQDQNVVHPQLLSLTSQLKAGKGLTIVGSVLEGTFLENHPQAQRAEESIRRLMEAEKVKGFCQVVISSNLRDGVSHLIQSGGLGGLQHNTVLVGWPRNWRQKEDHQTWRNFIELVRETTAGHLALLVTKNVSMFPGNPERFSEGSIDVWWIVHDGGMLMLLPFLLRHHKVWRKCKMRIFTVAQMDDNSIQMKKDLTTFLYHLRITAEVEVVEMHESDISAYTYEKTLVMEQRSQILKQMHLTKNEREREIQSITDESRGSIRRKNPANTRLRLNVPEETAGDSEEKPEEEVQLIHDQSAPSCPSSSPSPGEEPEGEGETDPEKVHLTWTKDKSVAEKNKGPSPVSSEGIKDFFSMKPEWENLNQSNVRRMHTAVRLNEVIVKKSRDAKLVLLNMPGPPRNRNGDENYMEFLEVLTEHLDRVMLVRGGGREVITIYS
thrombin 1536: inhibitors of human thrombin | P00734 | alpha-thrombin, Boc-VPR-AMC fluorogenic substrate cleavage | inhibition, % at 5 µM | 0.26% of 220,000 active | AID 1046;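 active = inhibition at or above 40%; inactive = inhibition below 40%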;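 note: 0% = enzyme with no compound and 100% = wells without enzyme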
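signal = AMC fluorescence, 355/460 nm | material = human alpha-thrombin enzyme | control set = enzyme without compound as high, wells lacking enzyme as low | times = reaction at room temperature | read-out basis = percent inhibition scaled between no-compound controls and no-enzyme blanks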
Calpain2 inh: inhibitors of pig calpain II; purified calpain II, fluorogenic peptide substrate, 30 min; inhibition, % at 16 µM; 0.37% of 220,000 active; AID 1236;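 active = inhibition above about 50%, limit read from the data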
EBV gp42 block: EBV gp42 inhibition; 0.42% of 220,000 active; Fluorescence polarization binding assay, mP read-out; AID 1085; Q1HVG2; inhibition, % (tested at 21.74 µM); in the data active = inhibition above about 50%
Furin inh: inhibitors of human furin | inhibition, % at 30 µM | 0.061% of 220,000 active | purified furin, fluorogenic substrate cleavage | P09958; in the data active = inhibition above about 25%; note: inactives centre near -15
PPC-1+TRAIL kill: compounds killing PPC-1 cancer cells with TRAIL present (potentiator screen, no TRAIL-free arm); AID 1443; PPC-1 cells + TRAIL, ATPLite viability luminescence; 0.41% of 220,000 active; cell killing (% activity), % at 4 µM;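 active = cell killing above 50% in the first pass at 4 µM, then a duplicate retest at 5 µM averaging 50% or more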;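 note: plate controls were cells with TRAIL plus DMSO for no effect and medium-only wells lacking cells for full effect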
The depositor's hits bear a star; · = no result given; [ ] = remark or other dose.

SMILES	TRPML3 ag	zfTRPN1 agonist	Tb hexokinase	Cl transport mod	thrombin 1536	Calpain2 inh	EBV gp42 block	Furin inh	PPC-1+TRAIL kill
C=CCN(CC=C)C(=O)Nc1cc(OC)ccc1OC	0.2	-0.3	-10	0.88	-9	-17	0	-31	14
O=C(N/N=C/c1c[nH]c2ccccc12)c1cccc([N+](=O)[O-])c1	0.6	0.7	-39	-0.52	1	34	11	0	21
COc1ccc(NC(=O)C2=C(C)NC(=O)NC2c2cccc(OC)c2OC)c(OC)c1 (stereo not drawn)	0.2	-0.3	-8	-0.3	2	-61	3	0[20 µM]	3
C=C1N(c2cccc(Cl)c2)C(=O)OC1(C)C	0.8	1.5	3	0.66	-5	4	-21	-13	7
CCCCNC(=O)CCc1c(C)nc2nc(-c3cc(OC)cc(OC)c3)nn2c1C	0.8	0.7	3	-0.31	0	-9	-24	-17[20 µM]	9
CCOC(=O)CNC(=O)CCNS(=O)(=O)c1ccc2c(c1)c(=O)n(C)c(=O)n2C	1.2	0.2	-11	0.0061	-11	-8	-11	-8[20 µM]	7
COc1ccc(N2C(=O)CC(c3cc(OC)c(OC)c(OC)c3)CC2=O)cc1	1.1	2.0	-11	-0.48	-1	-25	-6	-31	18
Cc1ccc(/C(=N/Nc2nc3ccccc3s2)C2=C(O)c3ccccc3C2=O)cc1	-0.1	0.4	-29	-1.2	22	-10	-12	-5	10
O=C(Nc1cccc(F)c1)C1CCN(C(=O)c2ccccc2Cl)CC1	1.0	3.0	-3	·	4	18	-3	-8[20 µM]	5
O=[N+]([O-])c1nn(-c2ccc(Cl)cc2)n(O)c1=NCc1cccnc1	-0.3	-1.8	22	1.1	-10	12	-12	-2	20
O=C(Nc1ccncc1)C1CC1c1ccccc1 (stereo not drawn)	0.6	1.4	21	-0.3	0	1	-7	-17[20 µM]	18
CCOC(=O)c1cc([N+](=O)[O-])c([N+](=O)[O-])cc1NC(C)=O	0.0	-1.0	-17	-2.7	-3	-4	-11	0	38
Cc1ccc(/C=C/C(=O)O)cc1S(=O)(=O)N(CCO)CCO	0.4	0.4	0	-0.038	2	26	-9	-8	11
O=C(N/N=C/c1ccc(O)c([N+](=O)[O-])c1)c1ccncc1	1.1	1.1	-33	-0.28	8	21	-18	-20	6
O=C1CC(c2cc3c(cc2Br)OCO3)C2=C(CCCC2=O)N1 (stereo not drawn)	-0.2	0.6	6	·	2	1	-8	-16	16
Cc1sc2cc3c(c(C(=O)c4ccccc4)[n+]2c1C)-c1cccc2cccc-3c12	0.2	0.1	10	-3.3	-8	-43	10	-24	-3
COc1cccc2cc(C(C)N(CCCN3CCOCC3)C(=S)Nc3c(C)cccc3C)oc12 (stereo not drawn)	0.3	-2.6	-2	-0.65	14	-13	-14	-27	-4
Cc1cccc(CCNC(=O)CCc2nnc(CCc3ccccc3)o2)n1	-0.2	0.0	-12	0.061	-14	3	-21	-27	14
C=CS(=O)(=O)c1ccc(Oc2ccc(S(=O)(=O)C=C)cc2)cc1	2.4	6.1	-7	-0.94	0	-13	-4	-19	21
CCOC(=O)c1c(C)c(C(=O)NCc2cccnc2)c(C)n1CC	0.1	1.6	6	-0.29	-2	17	-11	-9	0

Quoted from above for reference:
SMILES	TRPML3 ag	zfTRPN1 agonist	Tb hexokinase	Cl transport mod	thrombin 1536	Calpain2 inh	EBV gp42 block	Furin inh	PPC-1+TRAIL kill
Cc1ccc(/C(=N/Nc2nc3ccccc3s2)C2=C(O)c3ccccc3C2=O)cc1	-0.1	0.4	-29	-1.2	22	-10	-12	-5	10
O=C(Nc1cccc(F)c1)C1CCN(C(=O)c2ccccc2Cl)CC1	1.0	3.0	-3	·	4	18	-3	-8[20 µM]	5
O=[N+]([O-])c1nn(-c2ccc(Cl)cc2)n(O)c1=NCc1cccnc1	-0.3	-1.8	22	1.1	-10	12	-12	-2	20
O=C(Nc1ccncc1)C1CC1c1ccccc1 (stereo not drawn)	0.6	1.4	21	-0.3	0	1	-7	-17[20 µM]	18
CCOC(=O)c1cc([N+](=O)[O-])c([N+](=O)[O-])cc1NC(C)=O	0.0	-1.0	-17	-2.7	-3	-4	-11	0	38
Cc1ccc(/C=C/C(=O)O)cc1S(=O)(=O)N(CCO)CCO	0.4	0.4	0	-0.038	2	26	-9	-8	11
O=C(N/N=C/c1ccc(O)c([N+](=O)[O-])c1)c1ccncc1	1.1	1.1	-33	-0.28	8	21	-18	-20	6
O=C1CC(c2cc3c(cc2Br)OCO3)C2=C(CCCC2=O)N1 (stereo not drawn)	-0.2	0.6	6	·	2	1	-8	-16	16
Cc1sc2cc3c(c(C(=O)c4ccccc4)[n+]2c1C)-c1cccc2cccc-3c12	0.2	0.1	10	-3.3	-8	-43	10	-24	-3
COc1cccc2cc(C(C)N(CCCN3CCOCC3)C(=S)Nc3c(C)cccc3C)oc12 (stereo not drawn)	0.3	-2.6	-2	-0.65	14	-13	-14	-27	-4

The list goes on:
SMILES	TRPML3 ag	zfTRPN1 agonist	Tb hexokinase	Cl transport mod	thrombin 1536	Calpain2 inh	EBV gp42 block	Furin inh	PPC-1+TRAIL kill
O=C(O)Cc1csc(-c2ccccc2)n1	0.8	0.0	4	-0.43	4	-28	9	-20	16
Nc1cc(=O)[nH]c(SCC(=O)Nc2nnc(-c3ccccc3)s2)n1	-0.3	-2.0	-10	-0.37	-3	-2	-4	-16	8
O=c1cc(-c2ccccc2)[nH]c2ccccc12	0.7	0.2	-21	·	-3	4	-19	-16	7
COC(=O)c1c(N)n(-c2cc(OC)cc(OC)c2)c2nc3ccccc3nc12	-0.6	0.5	-13	0.84	·	·	·	-12[20 µM]	·
CC(NC(=O)CSc1nc2ccccc2c(=O)n1CCCO)c1ccccc1 (stereo not drawn)	0.5	1.8	0	·	-5	12	-12	-21	-2
O=[N+]([O-])c1ccc(NC(=S)N/C(=N/CS(=O)(=O)c2ccccc2)c2ccccc2)cc1	0.7	-0.4	-19	0.54	3	-3	-10	-7[20 µM]	11
Cc1nn(C)c(C)c1CN(C)C(=O)c1cc2nc(-c3ccco3)cc(C(F)(F)F)n2n1	1.5	1.7	-12	-0.29	-4	-174	-2	-17[20 µM]	21
COc1ccc(CNCC(O)COc2ccc(C)cc2[N+](=O)[O-])cc1 (stereo not drawn)	-0.9	-0.7	3	-0.024	2	-1	-8	-19	11
CN(C)c1nc(NCc2ccccc2)nc(SCC(=O)Nc2ccc(Cl)c(Cl)c2)n1	0.8	-0.2	-5	·	3	-7	-30	-19[20 µM]	10
COc1cc(/C=C/C(=O)OCC(=O)Nc2sc3c(c2C#N)CCC(C)C3)ccc1OCC#N (stereo not drawn)	0.8	0.6	-14	-0.15	0	-101	-9	-14	14
COC(=O)C(CSCc1ccccc1)NC(=O)CSc1nc(N)cc(=O)[nH]1 (stereo not drawn)	-0.3	-0.6	6	1.1	-9	2	-2	-15	16
CCOC(=O)c1[nH]c(C)c(C(=O)N2CCN(c3ccccc3OC)CC2)c1C	0.8	1.2	7	1	8	18	-3	1	7
CC12CCC(C(=O)N(CC3CO3)C1=O)C2(C)C (stereo not drawn)	1.0	1.0	0	0.028	-5	-13	-12	-25	0
O=C(CC1NCCN(Cc2ccccc2)C1=O)Nc1ccc(Cl)cc1 (stereo not drawn)	0.7	-0.2	-11	-0.75	-5	-2	-14	-16	11
O=C(NNC(=O)c1ccccc1-n1cccc1)c1ccc(F)cc1	-1.7	-0.2	0	-0.23	-9	-1	-17	-21	17
NCc1ccc(S(N)(=O)=O)cc1	0.4	-0.1	-5	-0.0099	·	-7	1	-6	7
CCCCCCCC(=O)OCC(O)CO (stereo not drawn)	0.1	0.2	-2	-1.2	-3	5	0	-9	15
O=C1CCc2cc(S(=O)(=O)N3CCN(c4ccccc4F)CC3)ccc2N1	2.1	2.9	-10	·	-7	-9	-3	-17[20 µM]	16
O=Cc1cc(N=Nc2cccc(C(=O)O)c2)ccc1O	0.1	-1.0	-3	-2.6	-1	21	-4	-7	4
O=c1cc(N2CCOCC2)[nH]c(=O)n1-c1ccc(Cl)cc1	0.3	1.3	0	·	1	-4	-2	-32	17
O=C(CCN1C(=O)c2ccccc2C1=O)Nc1ccc(-c2cn3ccsc3n2)cc1	0.8	4.0	-4	0.37	3	-23	-11	-23	8
O=C(CSc1nc2ccccc2c(=O)[nH]1)N1CCOCC1	1.0	2.5	0	-0.76	-1	-64	-6	-19	-20
Cc1cc(NC(=O)Cn2nc(C(F)(F)F)c3c2CCCC3)no1	-0.3	0.1	-4	0.094	19	8	-2	-20[20 µM]	6
CCn1c(NC)cc(=O)n(C)c1=O	0.2	0.6	-1	0.21	-6	19	-5	-21[20 µM]	27
O=C(O)C1CC=CCC1C(=O)NCCc1ccccc1 (stereo not drawn)	0.2	1.0	-4	-0.15	-3	21	18	-9[20 µM]	10
C=CCN(Cc1cc(OC)ccc1OC)S(=O)(=O)N(C)C	-0.7	-1.5	-3	·	-4	-3	-9	-11	8
Cc1c(-c2ccccc2)[n+](=O)c2c(n1[O-])CCC2	0.6	2.4	-2	0.78	6	-8	-16	-14[20 µM]	-8
O=S1(=O)CCC(NC(=S)Nc2ccc3ccccc3c2)C1 (stereo not drawn)	0.3	1.2	-6	-1.3	0	-22	-14	-30	4
COc1ccc(S(=O)(=O)n2nc(OC(=O)c3ccccc3Br)cc2N)cc1	-0.8	0.0	0	-1	-3	5	13	-20	-17
O/N=C(\c1ccc2c(c1)OCCO2)C1CCCCC1	0.2	0.7	-7	-0.005	18	50	-3	-19[20 µM]	12
CCOC(=O)C1=NOC(Cn2cc(C#N)c(=O)n(C)c2=O)C1 (stereo not drawn)	0.7	0.3	-1	1	-9	-20	1	-16	12
Clc1ccc2[nH]c3c(NCCN4CCOCC4)ncnc3c2c1	0.8	0.0	-8	0.11	0	-34	-1	-7	9
Cc1cccc(NC2=C(C#N)C(=O)NC3(CCCC3)S2)c1	0.4	-0.3	-31	-0.43	-7	7	-11	-25	15
Cc1ccccc1C(C(=O)NC1CCCC1)N(C(=O)Cc1cccs1)c1ccc2c(c1)OCCO2 (stereo not drawn)	-2.0	-1.2	-3	-0.81	-1	-11	4	-24[20 µM]	3
COc1ccc(CCNS(=O)(=O)c2ccc(C3CNC(=O)C3)cc2)cc1OC (stereo not drawn)	0.3	-0.9	1	-0.18	-2	0	-19	-15[20 µM]	0
O=C(CCSc1nc(-c2ccco2)cc(C(F)(F)F)n1)NCc1ccccn1	0.0	0.7	-17	·	4	-16	-15	-22[20 µM]	5
Cc1nnc(SCC(=O)Nc2ccc3c(c2)OCCO3)n1N	0.2	0.8	-8	0.94	1	-28	-27	-15[20 µM]	15
